# Screens as filed in PubChem.
# KCNQ2 block – KCNQ2 potassium channel inhibitors, primary screen, cell-based, CHO-K1, FluxOR thallium flux, B-score (AID 2156); B-score at 10 µM; 20 min; stronger effect = lower value; 310,000 tested, 1.1% active;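 active = fluorescence ratio B-score at most minus 3 library SDs, with starting brightness B-score within 2 library SDs, cut at about -5.5 in these data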
# STK33 kinase inh – inhibitors of human STK33 kinase | Q9BYT3 | purified STK33, MBP phosphorylation, ADP-Glo luminescence | inhibition, % at 10 µM | 320,000 tested, 0.073% active;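 active = inhibition at or above 25%, using the most active replicate where run in duplicate; inactive = inhibition below 25%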
# Target sequence (Q9BYT3 whole entry, looked up): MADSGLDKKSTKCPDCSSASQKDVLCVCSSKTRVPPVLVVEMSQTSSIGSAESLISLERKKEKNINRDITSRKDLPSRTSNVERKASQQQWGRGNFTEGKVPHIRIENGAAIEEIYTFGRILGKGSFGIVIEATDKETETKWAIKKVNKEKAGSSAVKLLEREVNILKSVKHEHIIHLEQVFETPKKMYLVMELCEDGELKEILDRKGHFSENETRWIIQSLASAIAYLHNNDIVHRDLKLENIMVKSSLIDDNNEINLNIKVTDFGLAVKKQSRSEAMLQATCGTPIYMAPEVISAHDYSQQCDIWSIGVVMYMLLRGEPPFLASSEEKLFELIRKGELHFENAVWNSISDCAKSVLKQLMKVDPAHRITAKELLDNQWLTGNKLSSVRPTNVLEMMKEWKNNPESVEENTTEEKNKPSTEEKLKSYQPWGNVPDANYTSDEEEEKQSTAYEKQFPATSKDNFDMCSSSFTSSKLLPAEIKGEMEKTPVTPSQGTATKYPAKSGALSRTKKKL
# Kir21 inh – inhibitors of mouse Kir2.1 inward-rectifier potassium channel; HEK293-Kir2.1, FluxOR thallium flux fluorescence; stronger effect = lower value; B-score at 10 µM; 310,000 tested, 0.85% active;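 active = fluorescence ratio B-score at or below minus 3 SD of library scores, with starting-brightness B-score within 2 SD, cut at about -4.2 in these data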;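 note: channel flux triggered by added potassium and thallium sulfate stimulus; B-score of peak minus minimum fluorescence over baseline after thallium stimulus; more negative B-score means stronger Kir2.1 block with less thallium influx; some compounds called inactive have numbers as strong as hits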
# Target sequence (P35561 whole entry, looked up): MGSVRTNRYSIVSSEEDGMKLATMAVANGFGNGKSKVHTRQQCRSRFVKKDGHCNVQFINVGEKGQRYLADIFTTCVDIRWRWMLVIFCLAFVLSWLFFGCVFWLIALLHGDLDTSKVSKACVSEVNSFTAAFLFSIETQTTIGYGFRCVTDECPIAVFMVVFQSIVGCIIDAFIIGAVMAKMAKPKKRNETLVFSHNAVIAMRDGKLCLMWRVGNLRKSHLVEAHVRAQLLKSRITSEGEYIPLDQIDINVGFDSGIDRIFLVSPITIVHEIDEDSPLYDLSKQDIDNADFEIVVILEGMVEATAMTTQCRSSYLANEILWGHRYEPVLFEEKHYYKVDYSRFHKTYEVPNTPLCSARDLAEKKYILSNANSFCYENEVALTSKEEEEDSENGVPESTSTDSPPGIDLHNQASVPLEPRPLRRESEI
# Starred values were filed as active, the others as inactive; i = inactive; / = no result given. The order is random. Share with any hit: about 1.9%.
SMILES,KCNQ2 block,STK33 kinase inh,Kir21 inh
COc1ccc(CCNC(=O)C2CC(=O)N(c3ccc(C)cc3)C2)cc1OC (configuration not stated),i,-0.7,0.08
CN1CCN(NC(=O)c2ccc(Cl)cc2Cl)CC1,i,-1.1,2.5
CCOC(=O)c1[nH]c2ccc(OC)cc2c1NC(=O)c1nonc1C,i,0.4,0.51
Cc1nnc(SCC(=O)N(C)C2CCS(=O)(=O)C2)n1Cc1ccccc1 (configuration not stated),i,-1.1,2.8
CC(C)=CCC/C(C)=C/C(=O)O,i,-1.3,0.04
CC1(C)CC(=O)c2sc(NS(=O)(=O)c3ccc(F)cc3)nc2C1,i,-2.0,-0.17
CCCCC(=O)NNC(=S)NC(=O)C(c1ccccc1)c1ccccc1,i,0.4,-0.6
CCCCCCCCCn1cc(C(C)=O)c(=O)[nH]c1=O,i,-1.1,2.9
Cc1ccc(N2C(=O)c3ccccc3C2Nc2cccnc2)nc1 (configuration not stated),i,1.5,-0.29
CN(C)c1ccc(/C=N/N=C/c2ccccc2O)cc1,i,-1.2,-1.5
FC(F)(F)c1ccccc1Nc1nccs1,i,-1.0,-0.88
Cc1ccc(CNC(=O)Nc2ccc(Cl)cc2)cc1,i,-0.4,-0.13

# The closing 4 records of the part above come first, to join the parts.
SMILES,KCNQ2 block,STK33 kinase inh,Kir21 inh
Cc1ccc(N2C(=O)c3ccccc3C2Nc2cccnc2)nc1 (configuration not stated),i,1.5,-0.29
CN(C)c1ccc(/C=N/N=C/c2ccccc2O)cc1,i,-1.2,-1.5
FC(F)(F)c1ccccc1Nc1nccs1,i,-1.0,-0.88
Cc1ccc(CNC(=O)Nc2ccc(Cl)cc2)cc1,i,-0.4,-0.13
Cc1ccccc1COC(=O)CNC(=O)c1sc2ccccc2c1Cl,i,-0.9,0.05
CCCNC(=S)N1CCN(CC)CC1,i,-0.5,-0.01
COc1ccc(Cc2nc3ccc(C(=O)N4CCCC4)cc3o2)cc1OC,i,-0.9,-0.83
CCNc1nc(NCC)nc(Nn2cnnc2)n1,i,0.0,0.79
Cc1cc(C)c(NC(=O)CS(=O)CC(=O)NCC2CCCO2)c(C)c1 (configuration not stated),i,-0.9,3.4
N#CC1=C(N)NC(SCc2ccccc2)=C(C#N)C12CCCCC2,i,-2.6,-1.3
CCN(CC)S(=O)(=O)c1ccc(C)c(NC(=S)N2CCN(c3ccccn3)CC2)c1,i,-0.2,0.03
COc1ccc(/C=C(\C#N)C(=O)OCC(=O)NCc2ccccc2Cl)cc1,i,-2.8,0.05
CC(=O)Oc1ccc(-c2cc3ccccc3oc2=O)cc1,i,-1.3,-0.92
CCc1cc(C(=O)NCC(c2cccs2)N2CCOCC2)sc1C (configuration not stated),i,-2.4,1.1
COc1ccc(CNC(=O)C2CCN(C(=O)c3ccc(-c4ccccc4)cc3)CC2)cc1,i,-0.2,-0.37
CCOC(=O)CSc1nc2c(sc3ccc([N+](=O)[O-])cc32)c(=O)n1Cc1ccco1,i,0.6,0.4
O=C1CN(C(=O)CSc2nnc(C3CC3)n2-c2ccccc2)c2ccccc2N1,i,-0.8,-1.4
COc1ccc(N2C(=O)CC(SCC(=O)O)C2=O)cc1 (configuration not stated),i,-0.7,1.9
CCn1cc(C(=O)N(C)c2ccc(OC)cc2)c2cc(OC)c(OC)cc2c1=O,i,-0.7,1
CC1CCc2c(C(=O)Nc3ccc(N4CCOCC4)cc3)csc2C1 (configuration not stated),i,/,1.4
O=C(NCC(=O)N1CCc2ccccc2C1)c1ccc(Cl)cc1Cl,i,-0.2,1.4
COc1ccc2nc(C)c3c(c2c1)OC(C(C)(Cl)Br)C3 (configuration not stated),i,1.4,-1.6
O=C(Nc1cccnc1)c1cccc(S(=O)(=O)N2CCc3ccccc32)c1,i,-1.4,0.9
Cc1ccc(/C=N/NC(=O)C2CCN(Cc3ccc(F)cc3Cl)CC2)o1,i,1.0,0.05
CCOc1cc(C(N)=O)cc(Cl)c1OCc1ccccc1,i,-1.5,-2.5
Cc1ccc(S(=O)(=O)N2CCCCC2)cc1NC(=O)COC(=O)Cc1ccc(Cl)cc1,i,/,-0.54
O=C(N/N=C/c1ccc(O)cc1)/C(=C/c1ccc([N+](=O)[O-])cc1)NC(=O)c1ccccc1,i,-3.4,0.08
O=C(Nc1nccs1)[C@@H]1CC=C[C@@H]2CCN(Cc3ccccc3)C(=O)[C@@H]21,i,-0.7,0.53
O=c1c2ccccc2nc2c3ccccc3c(NCc3ccccn3)nn12,i,-0.2,0.14
CC(C)C(=O)Nc1ccc(S(=O)(=O)Nc2nccc(/C=C/c3ccccc3)n2)cc1,i,0.4,0.44
Cc1cc(Br)ccc1NC(=O)C(C)c1ccc([N+](=O)[O-])cc1 (configuration not stated),i,-1.0,-0.46
COc1ccc(/C=C2/SC(=S)N(Cc3ccccc3)C2=O)cc1O,i,1.3,-0.7
Cc1cc(C)c(S(=O)(=O)N2CCCCC2)c(C)c1N(C)S(=O)(=O)c1ccccc1,i,-0.7,1
Cc1ccc(NC(=O)c2ccc(Cn3cc(Cl)cn3)o2)c(C)c1,i,-1.4,-10*
O=C(NCCN1C(=O)S/C(=C\c2ccccc2Cl)C1=O)C1=COCCO1,i,2.2,0.1
OC(CNCC1COc2ccccc2O1)COCc1cccs1 (configuration not stated),i,0.3,1.1
COCCCNC(=S)NC(=O)c1ccc(C)cc1,i,-1.3,-1.5
CC(=O)OCCC(NS(=O)(=O)OCC(Cl)(Cl)Cl)c1ccccc1 (configuration not stated),i,-1.5,-2.1
Cc1ccc2[nH]c(=O)c(CN(CC3CCCO3)C(=O)c3ccncc3)cc2c1 (configuration not stated),i,-0.6,-1.8
O=C(Nc1ccc2oc(-c3ccccc3)nc2c1)c1ccc2c(c1)OCCO2,i,-0.4,-0.91
O=C(Nc1ccc(NC(=O)C2CC2)nc1)c1ccccc1F,i,-0.5,-0.47
CCC(C)NC(=O)c1cnn2c1NC(c1ccc3c(c1)OCO3)CC2C(F)(F)F (configuration not stated),i,-1.8,-0.06
O=C(O)c1ccc2c(c1)N(Cc1cccc(F)c1)C(=O)CS2,i,-2.5,-0.02
COc1ccc(N2CCN(C(=O)c3ccc4c(c3)CCN4S(=O)(=O)c3ccccc3)CC2)cc1,i,-0.5,-0.84
CCOC(=O)c1c(-c2ccc(OC)cc2)csc1NC(=O)COc1ccc2c(C)cc(=O)oc2c1,i,-0.5,-0.21
COc1ccc(NC(=O)C2CC(=O)n3cnnc3S2)cc1 (configuration not stated),i,-0.6,-0.65
CCCC(=O)OCC(=O)NCc1ccc(Cl)cc1,i,-1.6,-2.5
Cc1cc(C)cc(-n2c(=O)c3sccc3n(CC(=O)NCc3ccco3)c2=O)c1,i,/,1.4
O=C(CC1CCCCC1)N=C1SC2CS(=O)(=O)CC2N1c1ccccc1 (configuration not stated),i,-0.5,2.2
Cc1cccc(OC(C)C(=O)Nc2ccc(N3CCCCC3)cc2)c1 (configuration not stated),i,-0.6,0.19
C=C(C)COc1ccc(-c2nc(N)nc(C)c2Oc2ccccc2OC)c(O)c1,i,0.0,-0.75
CCOC(=O)c1ccc(CN2C(=O)c3ccccc3S2(=O)=O)cc1,i,-1.0,1.8
O=C(NC1CCCc2ccccc21)C1CCCN(S(=O)(=O)c2cnc[nH]2)C1 (configuration not stated),i,-2.8,0.83
CSc1ccc(/C=c2\s/c(=C\C(=O)C(C)(C)C)n(CC(=O)NCCC3=CCCCC3)c2=O)cc1,i,11,0.59
CCOC(=O)c1ccccc1NS(=O)(=O)c1ccc(OCC)cc1,i,-1.4,2.4
C=CCn1c(O)c(N=NC(=O)c2ccccc2NS(=O)(=O)c2cccs2)c2ccccc21,i,-0.1,0.04
CN(CC(=O)NCCN1CCN(c2ccccc2)CC1)S(=O)(=O)c1ccc2c(c1)CCC(=O)N2,i,-0.3,-2.7
CCOC(=O)c1cc(C(=O)c2cccs2)n2ccc(C(C)=O)cc12,i,-0.5,-0.45
Cc1c(-c2csc(N)n2)c2ccccc2n1C,i,-0.6,-0.55
O=C(Cn1nc(-c2ccc(Cl)cc2)ccc1=O)NCCN1CCOCC1,i,-2.1,0.82
CSc1ccc(C(C(C(=O)c2cccs2)N2CCOCC2)N2CCOCC2)cc1 (configuration not stated),i,-0.2,-0.47
O=C(NCc1ccco1)C1CC(=O)N(CCc2ccccc2)C1 (configuration not stated),i,0.2,0.21
CC(C)N(C)C(=O)C(=O)c1cccn1-c1cccc(Cl)c1C#N,i,1.4,-1.2
COc1ccc(OC)c(C2=NOC(C(=O)Nc3ccc4c(c3)OCCO4)C2)c1 (configuration not stated),i,-0.8,-0.39

# (further entries)
SMILES,KCNQ2 block,STK33 kinase inh,Kir21 inh
O=c1cc(N2CCCCCC2)[nH]c(=O)n1-c1ccc(Cl)cc1,i,-1.0,1.1
CS(=O)(=O)n1nc(-c2ccco2)nc1N,i,-0.8,-0.09
S=c1[nH]cc(-c2ccccc2)[nH]1,i,-0.8,2.2
CN(C)/C=C1/Nc2ccccc2C1=O,i,1.1,-0.11
Cc1cc(C)c2c(CC(=O)O)coc2c1,i,-0.2,-2.9
N#C/C(=C/Nc1ccccc1C(=O)O)C(N)=O,i,0.5,-2.1
COCC1CCN(C(=O)C2CCC(=O)N(CC3CCCCC3)C2)CC1 (configuration not stated),i,-0.4,-0.92
CCC1CN(C(=O)N2CCC(C(=O)Nc3ccccc3F)CC2)c2ccccc2O1 (configuration not stated),i,-0.2,-0.19
N#Cc1nc(COc2ccc(Cl)cc2Cl)oc1N1CCN(c2ccccc2)CC1,-7.7*,-2.7,0.68
COC(CNC(=O)c1ccc2c(c1)nc(C)n2-c1ccc(F)c(F)c1)OC,i,0.2,0.82
C=CCN1C(=S)N[C@@H]2CS(=O)(=O)C[C@@H]21,i,-1.7,-0.01
CCCCCNC(=O)N[C@H](C(=O)O)C(C)C,i,-1.0,-0.38

# Some of the entries so far, with bars between the fields:
SMILES | KCNQ2 block | STK33 kinase inh | Kir21 inh
Cc1c(-c2csc(N)n2)c2ccccc2n1C | i | -0.6 | -0.55
O=C(Cn1nc(-c2ccc(Cl)cc2)ccc1=O)NCCN1CCOCC1 | i | -2.1 | 0.82
CSc1ccc(C(C(C(=O)c2cccs2)N2CCOCC2)N2CCOCC2)cc1 (configuration not stated) | i | -0.2 | -0.47
O=C(NCc1ccco1)C1CC(=O)N(CCc2ccccc2)C1 (configuration not stated) | i | 0.2 | 0.21
CC(C)N(C)C(=O)C(=O)c1cccn1-c1cccc(Cl)c1C#N | i | 1.4 | -1.2

# (cont.)
SMILES,KCNQ2 block,STK33 kinase inh,Kir21 inh
O=C(NC1CCCC1)C(c1ccco1)N(C(=O)c1ccco1)c1ccccc1 (configuration not stated),i,0.4,-1
Cc1nn(Cc2c(Cl)cccc2Cl)c(Cl)c1/C=C/C(=O)OCC(=O)NCC(F)(F)F,i,-1.6,-1.9
Cc1nc2cc3nc(C)sc3cc2s1,i,-0.8,0.42
COc1ccc(N=Nc2cnc(C)nc2-c2ccccc2)cc1,i,-3.0,0.03
CCc1cccc(NC(=O)CCCN2C(=O)C(c3ccccc3)Oc3cccnc32)c1 (configuration not stated),i,-0.1,-1.9
CCOC(=O)c1cc2c3ccccc3n(CC)c2nc1N,i,-1.5,2.3
Cn1nc(C(=O)Nc2ccc(Br)cc2)cc1C(=O)Nc1ccc(Br)cc1,i,-0.5,0.39
CCC(=O)Nc1cc(=O)[nH]c2ncnn12,i,-0.1,-0.6
COc1cc(Cl)c(C)cc1NC(C)C(=O)Nc1cc(C(F)(F)F)ccc1N1CCOCC1 (configuration not stated),i,-0.3,-0.67
COc1ccc(-c2nnn(CC(=O)N(Cc3ccccc3Cl)C(C(=O)NCC3CCCO3)c3ccco3)n2)cc1 (configuration not stated),i,-1.1,-0.27
COc1cc(-c2cc(C(=O)NCc3ccco3)c3ccccc3n2)cc(OC)c1OC,i,-1.5,0.84
CCOc1ccc(CCN2C(=O)c3ccc(C(=O)O)cc3C2=O)cc1OCC,i,-0.2,0.15
CCN1CCN(C/C(C)=C/c2ccccc2)CC1,i,0.0,0.96
COc1ccc(OC)c(NC(=O)c2cc(S(=O)(=O)N(C)C)ccc2N2CCCC2)c1,i,/,1.5
O=C(CCCn1c(SCc2cc(=O)n3cc(Cl)ccc3n2)nc2ccccc2c1=O)NCC1CCCO1 (configuration not stated),i,-1.4,0.01
CC(C)(C)SCCNC(=O)c1ccc(CN2CCc3ccccc3C2)cc1,i,-3.8,-0.58
CC[C@@]12C(=O)N(c3ccc(C)cc3)C(=O)N1[C@H](c1ccc(OC)cc1)[C@@H]1C(=O)N(C(C)(C)C)C(=O)[C@@H]12,i,-0.3,1
COc1cc(-c2ccc(=O)[nH]n2)ccc1OC(F)F,i,1.8,-0.73
Cn1c(CC(=O)Nc2ccccc2)n[nH]c1=S,i,0.3,1.8
O=C1CN(C(=O)C2CCCC2)CCN1,i,-1.1,0.68
COc1ccc(C(=O)Nc2ccccc2C(=O)N2CCOCC2)cc1OC,i,-1.6,-1.4
O=C(NCc1nnc(SCC(=O)N2CCCCC2)o1)c1c(F)cccc1Cl,i,-0.7,1.4
COc1ccc(C(=O)NC2CCN(C(=S)Nc3cccc(C)c3C)CC2)cc1,i,-0.9,0.21
O=C(Nc1nnc(/N=C/c2ccco2)s1)c1ccc(F)cc1,i,-0.8,-1.1
CC(C(=O)N1CCCCCC1)c1ccc([N+](=O)[O-])cc1 (configuration not stated),i,-0.3,-0.44
Cc1ccccc1-n1c(C)cc(/C=C2\NC(=O)NC2=O)c1C,i,-0.4,0.02
Cc1cc(O)cc(O)c1C(=O)Cc1cnn(-c2ccccc2)c1,i,2.2,-0.58
